Source: PubChem BioAssay
GLD-1 RNA inh – GLD-1-TGE RNA interaction inhibition (C. elegans); purified GLD-1 + fluorescein TGE RNA, fluorescence polarization; inhibition, % at 5.96 µM; 320,000 compounds, 0.44% hits;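 active means percent inhibition above a per-plate cutoff, the plate mean of test compounds plus 3 SD, cut at about 30% in these data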;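 further: 0% = DMSO wells with GLD-1 and probe and 100% = wells lacking GLD-1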
Fam108B inh – Fam108B inhibition, counter-screen for RBBP9 inhibitors | recombinant Fam108B, FP-Rh probe fluorescence polarization | inhibition, % at 9.51 µM | 300,000 compounds, 0.33% hits;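 active means inhibition above the screen mean inhibition plus 3 SD, computed separately per campaign, cut at about 18% in these data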;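 further: inhibitors lower polarization as less probe binds the enzyme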
PAFAH1B2 FP inh – PAFAH1B2 (human) inhibition; P68402; 340,000 compounds, 1.2% hits; inhibition, % at 3.39 µM; recombinant PAFAH1B2, FP-rhodamine activity probe, fluorescence polarization;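 active means inhibition above the mean of all tested compounds plus 3 SD, cut at about 24% in these data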;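 further: 0% = enzyme with DMSO and 100% = wells lacking PAFAH1B2; many of its hits are not listed in these tables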
MEX-5 binding – C. elegans MEX-5 TCR-2 RNA binding activity; Q9XUB2; MEX-5/FITC-TCR2 RNA binding, fluorescence polarization; hits give low values; activity score (negative = inhibition of binding), % at 10 µM; 300,000 compounds, 0.38% hits; AID 1832;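 active means inhibition past about -25% in most replicates, and total fluorescence under double the plate's negative control median, limit read from the data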;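 further: 0% = DMSO and -100% = 5 µM competing unlabeled TCR2 RNA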
Target sequence (Q9XUB2 whole entry, looked up): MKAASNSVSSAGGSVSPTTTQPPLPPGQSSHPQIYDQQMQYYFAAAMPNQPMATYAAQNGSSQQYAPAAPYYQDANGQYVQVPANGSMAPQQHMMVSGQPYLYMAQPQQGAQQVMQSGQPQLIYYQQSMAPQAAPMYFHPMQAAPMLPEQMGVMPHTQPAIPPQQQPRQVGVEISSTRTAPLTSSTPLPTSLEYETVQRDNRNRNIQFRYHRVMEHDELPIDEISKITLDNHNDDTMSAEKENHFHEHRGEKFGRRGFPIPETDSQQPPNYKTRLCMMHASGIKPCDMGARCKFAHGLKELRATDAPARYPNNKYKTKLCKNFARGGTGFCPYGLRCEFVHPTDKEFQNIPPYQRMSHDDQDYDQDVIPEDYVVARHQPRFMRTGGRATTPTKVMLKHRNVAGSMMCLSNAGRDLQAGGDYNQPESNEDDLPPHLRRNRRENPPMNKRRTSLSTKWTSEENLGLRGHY
BCLXL inh – Bcl-xL (human) inhibition; 320,000 compounds, 0.7% hits; inhibition, % at 10.9 µM; GST-Bcl-xL / FITC-Bim BH3 peptide fluorescence polarization; Q07817;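 active means inhibition above the mean of all tested compounds plus 3 SD, cutoff set per campaign, cut at about 30% in these data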;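 further: 0% = DMSO wells and 100% = unlabeled Bim-BH3 peptide competitor; inhibitors lower millipolarization by displacing the labeled peptide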
Target sequence (Q07817 whole entry, looked up): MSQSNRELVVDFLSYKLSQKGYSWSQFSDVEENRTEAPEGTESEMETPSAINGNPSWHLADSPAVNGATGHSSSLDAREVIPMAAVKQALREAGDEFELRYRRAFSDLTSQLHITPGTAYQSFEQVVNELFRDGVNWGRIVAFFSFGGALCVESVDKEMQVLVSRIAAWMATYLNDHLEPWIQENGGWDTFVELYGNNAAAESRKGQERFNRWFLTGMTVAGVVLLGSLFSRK
MCL1 BIM primary – inhibitors of human MCL1 binding to BIM-BH3 peptide | GST-MCL1 / FITC-Bim-BH3 fluorescence polarization | inhibition, % at 10.9 µM | 320,000 compounds, 0.68% hits | Q07820 | AID 2057;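 active means inhibition above the mean inhibition of all tested compounds plus 3 SD, set per campaign, cut at about 40% in these data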;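 further: 0% = DMSO wells and 100% = unlabeled Bim-BH3 peptide control; higher means more loss of mP so more displacement of Bim peptide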
Target sequence (Q07820 whole entry, looked up): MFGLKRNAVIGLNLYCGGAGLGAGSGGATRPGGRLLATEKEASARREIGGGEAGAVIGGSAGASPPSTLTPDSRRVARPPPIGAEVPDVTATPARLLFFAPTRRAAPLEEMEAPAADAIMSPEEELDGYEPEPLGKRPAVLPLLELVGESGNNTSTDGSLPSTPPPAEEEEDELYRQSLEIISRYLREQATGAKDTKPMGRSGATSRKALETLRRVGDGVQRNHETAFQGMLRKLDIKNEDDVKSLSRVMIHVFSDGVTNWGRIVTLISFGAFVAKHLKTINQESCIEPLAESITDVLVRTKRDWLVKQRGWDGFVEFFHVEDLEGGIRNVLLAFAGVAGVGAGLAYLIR
PME-1 primary – blocks human protein phosphatase methylesterase 1; Q9Y570; recombinant PME-1, FP-Rh probe fluorescence polarization; inhibition, % at 5.9 µM; 320,000 compounds, 0.53% hits; AID 2130;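 active means inhibition above the campaign mean of all compounds plus 3 SD, cut at about 26% in these data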;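 further: competitive labeling of PME-1 active site by serine hydrolase directed probe; 0% = PME-1 with DMSO and 100% = wells lacking PME-1 enzyme; inhibitors block probe labeling so polarization falls and inhibition rises; many of its hits are not listed in these tables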
AHR act – human AHR activation; 320,000 compounds, 2.5% hits; activation, % at 5 µM; P35869; AID 2796; AHR-responsive luciferase reporter cells, luminescence; in the data active means activation above about 47%;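 further: 0% = vehicle wells and 100% = reference agonist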
pPAFAH inh – inhibitors of human plasma PAF acetylhydrolase (pPAFAH); Q13093; recombinant pPAFAH, FP-rhodamine probe fluorescence polarization; inhibition, % at 3.39 µM; 330,000 compounds, 1.5% hits; AID 463082;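 active means inhibition above the mean inhibition across the screen plus 3 SD, cut at about 25% in these data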;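 further: inhibitors block binding of the rhodamine activity-based probe so polarization drops; 0% = enzyme with DMSO and 100% = wells lacking pPAFAH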
The depositor's hits bear a star; . = no result given. Only part of the results is shown. The share of hits here may be higher or lower than overall.

SMILES | GLD-1 RNA inh | Fam108B inh | PAFAH1B2 FP inh | MEX-5 binding | BCLXL inh | MCL1 BIM primary | PME-1 primary | AHR act | pPAFAH inh
CCC(C)NC(=S)Nc1ccc(C(=O)OC)cc1 (configuration not stated) | 2 | 0 | -7 | -1.6 | 8 | 15 | 5 | -2 | 2
CC(C)Cc1cc(C(=O)O)n[nH]1 | -2 | -4 | 5 | -4.8 | -6 | -10 | -8 | 1 | -1
COc1ccc(S(=O)(=O)NCC2CCCN(Cc3ccc(OC)cc3F)C2)cc1 (configuration not stated) | 0 | 3 | 0 | -4.5 | 2 | -1 | 1 | 0 | 7
Cc1ccc(S(=O)(=O)NC(=O)c2cc(C)n(CCCN3CCOCC3)c2C)cc1 | 6 | 4 | 4 | -1.3 | 11 | 15 | 4 | 1 | -4
COc1cc(-c2nc(S(=O)(=O)c3ccc(Cl)cc3)c(N(C)C)o2)cc(OC)c1OC | -4 | -1 | 1 | -1.5 | -2 | -10 | 2 | 6 | -2
Cc1cccc(C(=O)N2CCCC(N3CCN(c4ccccc4)CC3)C2)n1 (configuration not stated) | 7 | -1 | 3 | 1.2 | 1 | 8 | 2 | 0 | 4
COc1ccc(C(=O)/C(=C/O)N=Nc2ccc(F)cc2)cc1 | 4 | -3 | 0 | -1.4 | 4 | 4 | -2 | 37 | 1
Cc1ccc(C#N)c(SCc2ccccc2[N+](=O)[O-])n1 | 3 | 1 | 0 | 1.2 | 8 | 14 | 8 | 12 | 7
COc1cccc(/C=N/N(C)C2=NS(=O)(=O)c3ccccc32)c1O | -1 | -1 | 2 | 1.1 | 10 | -2 | -2 | 0 | 4
CC(C)[C@H](NC(=O)Nc1cccc(Br)c1)C(=O)O | -4 | -6 | 9 | 1.1 | 3 | 3 | -2 | 2 | 1
COc1ccc(N2CCN(C(=O)CCCn3c(=S)[nH]c4cc5c(cc4c3=O)OCO5)CC2)cc1 | -8 | 0 | 0 | 1.2 | 4 | 5 | 5 | 2 | 4
COc1ccc(C(=O)NN2CCCCC2)cc1OC | 1 | 5 | 5 | -0.1 | 0 | 0 | 2 | 31 | 2
CC(C)(C)c1ccc(C(=O)NC(=S)N2CCOCC2)cc1 | 2 | -1 | -2 | 0.5 | -4 | 9 | -7 | 29 | -3
O=C(Nc1ccccc1N1CCOCC1)c1cccc(S(=O)(=O)Nc2ccccc2F)c1 | -7 | . | 7 | . | 4 | 7 | 9 | 2 | 3
CS(=O)(=O)N(CC(=O)N1CCN(Cc2ccc3c(c2)OCO3)CC1)C1CCCCC1 | 0 | 2 | -1 | -2.1 | 3 | 1 | 2 | 1 | 1
Cc1cc(NC(=O)CSc2ccc3nnc(-c4ccc(Cl)cc4)n3n2)no1 | 2 | -1 | 4 | -3.8 | 1 | 3 | -1 | 31 | -1
COC(=O)c1ccccc1NC(=O)CN1CCc2ccccc2C1 | 3 | 3 | -2 | -0.3 | 2 | 3 | 1 | -2 | 4
Cc1nn(-c2cccc(Cl)c2)c2nc(-c3ccco3)cc(C(=O)O)c12 | -1 | -8 | 1 | -3.3 | 18 | . | -31 | 15 | 21
COc1cccc(NC(=O)C2C3C=CC4(O3)C2C(=O)N(CCCN2CCCCC2)C4C(=O)NC2CCCCC2)c1 (configuration not stated) | 12 | -2 | 0 | 1.5 | 2 | 4 | -4 | 2 | 0
O=C(NCCCC(NC(=O)OCc1ccccc1)C(=O)O)OCc1ccccc1 (configuration not stated) | -9 | 1 | 8 | -1.0 | -1 | 2 | 0 | 0 | 7
O=C(CSc1nc2ccc(Cl)cc2[nH]1)Nc1ccc2[nH]c(=O)[nH]c2c1 | 5 | 6 | 6 | 16 | -10 | -15 | -15 | 26 | 13
CC(C)C[C@H](NC(=O)c1nc[nH]c1C(=O)NC(c1ccccc1)c1ccccc1)C(=O)OC(C)(C)C | 10 | -7 | 3 | -2.6 | -1 | 3 | -16 | 10 | -12
C#CCOCCOCCOCCNc1nc(N2CCN(C(=O)CCCCCCCCCCNC(=O)[C@H](CO)n3cc(CCCSC)nn3)CC2)nc(N2CCN(C(=O)CCCCCCCCCCNC(=O)[C@H](CCCN=C(N)N)n3cc(C[C@@H](C)CC)nn3)CC2)n1 | -2 | -51 | -25 | . | -11 | -62 | -58 | -1 | -10
Cc1cccc(NC(=O)N[C@@H](C)C(=O)O)c1 | 3 | -6 | 4 | 0.8 | -3 | -3 | -4 | -1 | -1
COc1ccc([N+](=O)[O-])cc1/C=N/NC(=O)c1nonc1N | 9 | 3 | 1 | . | -2 | 1 | -2 | 3 | -2
Cc1ccc2c(c1)N(CC(=O)N1CCOCC1)C(=O)CO2 | 4 | -3 | -1 | 0.1 | 2 | 1 | 0 | 1 | 7
COc1ccc(CCN2C(=O)CC(C(N)=O)SC2=Nc2ccccc2)cc1OC (configuration not stated) | 7 | 2 | -7 | 0.7 | 7 | 3 | 2 | -1 | 3
CCOC(=O)CN(C(=O)CSc1nnc(CNc2ccc(F)cc2)o1)c1ccccc1 | 5 | 4 | -2 | -3.9 | 9 | 13 | -7 | 3 | 2
Cc1ccc(OC(=O)CCC(=O)NC(C)c2ccccc2)cc1 (configuration not stated) | 6 | 3 | 0 | 0.7 | 2 | -2 | 9 | 0 | 2
CCOc1ccc(NC(=O)C2CC(=O)NC(N3CCc4ccccc43)=N2)cc1 (configuration not stated) | 2 | 2 | 5 | -1.8 | 4 | 4 | -5 | 4 | 0

A section from further up, for reference:
SMILES | GLD-1 RNA inh | Fam108B inh | PAFAH1B2 FP inh | MEX-5 binding | BCLXL inh | MCL1 BIM primary | PME-1 primary | AHR act | pPAFAH inh
CCC(C)NC(=S)Nc1ccc(C(=O)OC)cc1 (configuration not stated) | 2 | 0 | -7 | -1.6 | 8 | 15 | 5 | -2 | 2
CC(C)Cc1cc(C(=O)O)n[nH]1 | -2 | -4 | 5 | -4.8 | -6 | -10 | -8 | 1 | -1

(listing goes on)
SMILES | GLD-1 RNA inh | Fam108B inh | PAFAH1B2 FP inh | MEX-5 binding | BCLXL inh | MCL1 BIM primary | PME-1 primary | AHR act | pPAFAH inh
CN(C)c1ccc(C(=O)N2CCN(c3cc(C(F)(F)F)nc4ccccc34)CC2)cc1 | 1 | 3 | 5 | -4.1 | 2 | 1 | 1 | -1 | 4
O=C(CSc1nnnn1-c1ccccc1)N1CCNC1=O | -4 | 1 | -4 | -1.9 | -6 | -9 | 4 | 0 | 5
O=c1c2sccc2nc(SCc2cc(=O)n3ccccc3n2)n1-c1ccc(Br)cc1 | -2 | 1 | -2 | 2.1 | 6 | -2 | 7 | -2 | -3
CCOc1cc(CN2CCN(C(=O)CC(C)C)CC2)ccc1OC | 2 | 2 | 3 | 0.9 | 8 | 7 | -4 | 3 | 4
COc1ccccc1OCc1ccc(C(=O)N2CCCCC2)o1 | -1 | -2 | 1 | 1.4 | -2 | 3 | -8 | 12 | -3
CC(Oc1cccc(Cl)c1)C(=O)Nc1ccncc1 (configuration not stated) | 7 | 3 | 4 | 0.2 | 3 | 8 | 6 | 4 | 0
CCOC(=O)CSC1=N/C(=C/c2ccc(-n3cncn3)cc2)C(=O)N1C(C)=O | 3 | 1 | 1 | -1.9 | 2 | 9 | 2 | 5 | 5
CC(C)CC(=O)Nc1ccc(C(=O)COc2ccc(-c3nnco3)cc2)cc1 | -6 | -2 | -6 | . | 0 | -5 | -8 | -3 | 6
CCCCn1nc(C(=O)N(C)CC(=O)Nc2cccc(F)c2)c2ccccc2c1=O | 1 | 0 | 3 | 0.2 | 1 | -7 | 0 | 3 | 6
Cc1nc(NC(=O)c2ccccc2)sc1-c1csc(NCCc2ccccc2)n1 | -5 | 1 | -13 | -1.4 | 5 | 5 | 18 | 42 | 4
O=C(Nc1ccccc1C(=O)Nc1nncs1)c1ccccc1 | 4 | 1 | 2 | 1.0 | 5 | 3 | 1 | 34 | 0
Cc1ccc(CN(CC(=O)NC2CCCC2)C(=O)CSc2nnc(COc3ccccc3)o2)cc1 | 1 | 1 | 7 | 1.4 | 1 | 0 | -8 | 5 | 7
c1ccc(CCNc2c3c(nc4ncnn24)CCC3)cc1 | -6 | 0 | 1 | -0.7 | 7 | 7 | 3 | 42 | 1
CC1CC(C)(C)NC(=S)N1CCC(=O)NCc1ccc(Cl)cc1 (configuration not stated) | -2 | 1 | 4 | 2.8 | 5 | 11 | -1 | 2 | 3
Cc1cccn2c(=O)c3cc(C(=O)NCC4CCCO4)c(=N)n(Cc4cccnc4)c3nc12 (configuration not stated) | 0 | -1 | -2 | . | 24 | 14 | 0 | 1 | 8
COc1cc(Nc2ncnc(N)n2)cc(OC)c1 | 4 | 2 | 2 | -0.8 | 1 | -1 | -1 | 11 | -1
O=S(=O)(Nc1ccc2c(c1)OCO2)c1ccc(Br)s1 | 8 | 2 | 3 | 0.1 | 3 | 10 | 2 | 4 | 6
CCOc1ccc(C(O)(c2ccccc2OC)C(CN2CCCC2)c2ccccc2)cc1 (configuration not stated) | 4 | 2 | 3 | 0.7 | 0 | 0 | -7 | -2 | 1
COc1ccc(S(=O)(=O)N(C)C)cc1NC(=O)CSC(C)C(=O)Nc1cc(C)on1 (configuration not stated) | 0 | . | 2 | . | -2 | -6 | 0 | 1 | 4
CCN1C(=O)CC(N2CCN(CC(=O)NC(C)C)CC2)C1=O (configuration not stated) | 1 | 3 | 3 | -2.9 | -1 | -1 | 0 | -3 | 1
O=C(NCc1cccnc1)C1CC(c2ccc(Cl)c(Cl)c2)=NO1 (configuration not stated) | 6 | -2 | 3 | -0.5 | 1 | 3 | -1 | 0 | 1
O=C(NCc1n[nH]c(=S)n1Cc1ccccc1)c1ccc(Cl)cc1Cl | -5 | 2 | 5 | 1.6 | -14 | -15 | 6 | 5 | -3
CN(C(=O)c1ccncc1)C1CCCN(Cc2ccccc2F)C1 (configuration not stated) | 1 | -2 | 9 | 1.6 | -2 | -1 | 2 | 0 | 7
COc1cc(NC(=O)CSc2nnc(C)s2)cc(OC)c1OC | 5 | 1 | 0 | 0.1 | 1 | 2 | 3 | -1 | 1
CCN1CCCC1CNC(=O)c1cc2c(OC)c(OC)c(OC)cc2[nH]1 (configuration not stated) | -17 | 5 | 4 | -0.1 | 3 | 9 | -2 | 2 | 2
O=[N+]([O-])C(=C1SCCS1)C(=C(Cl)Cl)N1CCCCC1 | 1 | 3 | 5 | 0.0 | 7 | 3 | 7 | -1 | 4
CC1CN(C(=O)Nc2ccc3c(c2)OCCO3)CC(C)O1 (configuration not stated) | -7 | 4 | -4 | 3.2 | 1 | 0 | 6 | 6 | 0
CC1(C)C(C=C(Cl)Cl)C1C(=O)Nc1ccc(S(=O)(=O)Nc2ncccn2)cc1 (configuration not stated) | 7 | 4 | 11 | -0.5 | 5 | 6 | 1 | -1 | 0
CN(CCCC1CCCC1)C(=O)CC1C(=O)NCCN1Cc1ccc(F)cc1 (configuration not stated) | 7 | -1 | 11 | 4.9 | 17 | 14 | -2 | 6 | 4
COc1ccccc1CCNC(=O)/C(=C/c1cccnc1)NC(=O)c1ccccc1 | -1 | -2 | 2 | 0.7 | -1 | 1 | -5 | 18 | 5
C=CC[C@@H](CC(=O)N(CCO)Cc1ccccc1)C(=O)N[C@H](COC(=O)[C@@H](CC=C)CC(=O)OC(C)(C)C)C(C)(C)C | 1 | . | 5 | . | . | . | . | 0 | 3
CSc1sc(C#N)c2c1/C(=N\O)CCC2 | 6 | 0 | 0 | -0.8 | -2 | 0 | 1 | 2 | -1
Cc1cc(C)n(C(=O)c2ccc(NC(=O)CC(C)C)cc2)n1 | 1 | -2 | -2 | -0.6 | 8 | 2 | 11 | -1 | 6
